# Screening results: PubChem BioAssay, several laboratories
# GPR35 antagonists – inhibition of zaprinast-stimulated GPR35 beta-arrestin translocation – imaging, U2OS, beta-arrestin-GFP, zaprinast agonist, primary screen (AID 2058); U2OS GPR35 beta-arrestin-GFP translocation imaging, zaprinast antagonism; higher % means a stronger effect; inhibition, % at 10 µM, or IC50 in µM where a hit was titrated; 290,000 tested, 0.052% active;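 active = inhibition of at least 50% with at least 30 cells and total cytoplasm GFP at most 10,000,000; inconclusive = under 30 cells or total GFP of 10,000,000 plus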
# SV40 large T antigen – TAg ATPase/helicase activity blockers – biochemical (AID 1903); SV40 large T antigen ATPase/helicase inhibition assay; higher % means a stronger effect; inhibition, % at 20 µM, or IC50 in µM where a hit was titrated; 310,000 tested, 0.39% active; in the data active = a potency from the dose series; inconclusive = inhibition mostly from about 32% at the one dose, without a potency; inactive = the rest, 99 in 100 with inhibition below about 32%; note: strong numbers were not always called active
# NTR1 agonist – NTR1-driven beta-arrestin-GFP spot formation – imaging, U2OS cells, high content, primary screen (AID 493036). P30989. agonist mode. activation, % at 20 µM. 330,000 tested, 0.17% active;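 active = activation at or above 40% of the spot to cytoplasm intensity ratio, with at least 20 cells analyzed; inconclusive = wells under 20 cells, flagged as cytotoxic or low count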;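 note: 0% = DMSO without peptide and 100% = 100 nM NTR1 peptide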
# Target sequence (P30989 whole entry, looked up): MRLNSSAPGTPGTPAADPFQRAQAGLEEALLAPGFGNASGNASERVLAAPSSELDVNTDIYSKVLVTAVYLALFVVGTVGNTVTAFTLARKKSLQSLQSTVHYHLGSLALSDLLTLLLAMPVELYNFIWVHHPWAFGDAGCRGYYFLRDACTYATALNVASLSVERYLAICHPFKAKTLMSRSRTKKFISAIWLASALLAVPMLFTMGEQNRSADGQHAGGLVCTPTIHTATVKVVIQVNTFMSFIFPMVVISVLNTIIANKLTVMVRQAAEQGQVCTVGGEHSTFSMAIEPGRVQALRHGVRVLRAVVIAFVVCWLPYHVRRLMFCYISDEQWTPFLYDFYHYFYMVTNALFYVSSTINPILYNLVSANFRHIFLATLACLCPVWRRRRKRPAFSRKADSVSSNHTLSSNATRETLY
# GPR55 activation – GPR55 agonists via beta-arrestin recruitment, primary screen, imaging, U2OS cells, beta-arrestin-GFP redistribution (AID 1961); 290,000 tested, 0.048% active; U2OS GPR55 beta-arrestin-GFP redistribution imaging; higher % means a stronger effect; activation, % at 10 µM, or EC50 in µM where a hit was titrated;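 active = activation above 40% with more than 50 cells counted in the well; inconclusive = wells holding fewer than 50 cells, flagged as toxic or sparse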;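 note: U2OS osteosarcoma cells stably expressing GPR55 and beta-arrestin-GFP; plate controls were DMSO negative control for no effect and LPI positive control for full effect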
# Rac1 GTP hydrolysis – MgcRacGAP GTPase-activating activity inhibitors, confirmation, biochemical, ADP Hunter fluorescence. MgcRacGAP-stimulated Rac1 GTP hydrolysis, ADP Hunter fluorescence; higher % means a stronger effect; GST-tagged Rac1 F28L mutant substrate. AID 624330. inhibition, % at 30 µM; hits with a dose series show IC50 in µM. 340,000 tested, 0.6% active;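 active = first-screen hits whose inhibition reached a set limit at any dose in the follow-up dose series; inconclusive = inhibition above the set first-screen limit but never retested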;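 note: fluorescence reports GDP produced by GAP-driven GTP hydrolysis; strong numbers were not always called active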
# GPR55 antagonists – inhibition of LPI-stimulated GPR55 beta-arrestin translocation – imaging, U2OS, beta-arrestin-GFP, LPI agonist, primary screen (AID 2013); inhibition, % at 10 µM; hits with a dose series show IC50 in µM; 290,000 tested, 0.13% active; U2OS GPR55 beta-arrestin-GFP translocation imaging, LPI antagonism; higher % means a stronger effect;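 active = spots per cell inhibited over 60%, with over 100 cells counted and total cytoplasm intensity under 500,000; inconclusive = wells with under 100 cells, flagged as likely toxic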;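 note: U2OS cells stably carrying GPR55 and arrestin-GFP stimulated by 5 µM LPI near EC80; imaged beta-arrestin-GFP aggregate spots per cell after agonist stimulation; plate controls were LPI-stimulated DMSO wells for no effect and DMSO wells without LPI for full effect; some results filed as inactive read as strong as hits; confirmed hits need IC50 under 10 µM and bright autofluorescent wells are also inconclusive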
# LYP inhibition – PTPN22 lymphoid phosphatase activity blockers – biochemical, fluorescence intensity, uHTS (AID 1779). recombinant LYP phosphatase, fluorescence intensity; higher % means a stronger effect. inhibition, % at 11.5 µM; hits with a dose series show IC50 in µM. 290,000 tested, 0.054% active; in the data active = inhibition above about 50%;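 note: plate controls were vehicle with enzyme for no effect and no enzyme for full effect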
# T cell modulator – modulates CD8 T cell binding to vesicles; 2C CD8+ T cell-vesicle binding, flow cytometry; stronger effect = lower value; calls only at 7 µM; 330,000 tested, 0.068% active; AID 2052;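 active = response, share of CD8 T cells binding vesicles, and their 90th percentile fluorescence all below set limits, cut at about 80% in these data, passing the limit was not always enough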
#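 Material: 2C TCR transgenic mouse naive CD8+ T cells, MACS-purified. Also added: QL9-charged Drosophila Ld/ICAM-1/B7-1 vesicles. Timing: binding 1.5 h at 37 °C. Measured by: high-throughput flow cytometry with anti-B7-1 and anti-CD8 staining. Read-out: percent CD8+ FL2 mean versus row control. Controls: Unloaded micro-vesicles (low), QL9 vesicles with 0.7% DMSO (high).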
# Lipid droplet – modulators of hepatic lipid droplet formation; AML12 mouse hepatocytes, oleate lipid droplets, BODIPY imaging; inhibition, % at 6.5 µM; 240,000 tested, 0.4% active;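 active = lipid droplet intensity inhibited by at least 50%, with more than 500 cells counted; inconclusive = wells with under 300 cells, treated as cytotoxic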
#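 Assay system: AML12 mouse liver cells | Compound: 6.5 µM single-point dosing | Schedule: Overnight exposure | Technique: Fluorescence imaging, 20x objective, two fields per well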
# Lipid droplet cells 6.5 µM – recorded beside Lipid droplet, whose call it bears; cell count; measured here: cell count, cytotoxicity flag;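 cells counted across two imaged fields per well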
# T cell modulator vesicle-bound % – recorded beside T cell modulator, whose call it bears; double positive events, %; measured here: CD8+ vesicle-bound cell fraction;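 binding gate set so that unloaded-vesicle control wells show 10% double positive cells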
# NTR1 agonist cell count 20 µM – recorded beside NTR1 agonist, whose call it bears; cell count; measured here: cell count, cytotoxicity flag
# * hit, by the source's call; i = inactive; ? = inconclusive; / = no result given.
Compound,GPR35 antagonists,SV40 large T antigen,NTR1 agonist,NTR1 agonist cell count 20 µM,GPR55 activation,Rac1 GTP hydrolysis,GPR55 antagonists,LYP inhibition,T cell modulator,T cell modulator vesicle-bound %,Lipid droplet,Lipid droplet cells 6.5 µM
Cc1cc(C)n2nc(C(=O)OC(C)C(=O)c3cc(C)c(C)cc3C)nc2n1 (centres undefined),/,15.2%,-0.5,38,/,2.0%,/,/,i,4.7,/,/
Fc1ccccc1CNc1ccc(Cl)cc1,-12.2%,18.9%,0.1,45,0.0%,-0.9%,7.4%,2.1%,i,11.3,/,/
C/C(=N\O)c1cc(Cl)ccc1O,9.7%,5.3%,1.7,60,-0.1%,12.8%,15.1%,-2.4%,i,49.5,16.1,740
O=C1CCCC2=C1C1(CCCCC1)N=C(Nc1nc3ccccc3o1)N2,1.1%,6.5%,24.3,88,0.3%,9.3%,15.3%,-1.9%,i,14.5,-4.0,731
CCOc1ccc2nc(N3CCCC(C(=O)NCC4CCCO4)C3)sc2c1 (centres undefined),1.1%,14.4%,-1.0,59,-0.1%,3.9%,6.9%,-3.6%,i,51.0,-6.2,712
O=[N+]([O-])c1cccnc1-n1cnc2ccccc21,-2.4%,5.4%,-0.5,86,1.0%,2.1%,14.1%,-7.9%,i,63.7,6.4,754
O=C(c1cnc2ccc3ccccc3c2c1)c1cc(F)ccc1O,13.2%,8.4%,12.0,73,-1.9%,3.8%,-0.5%,-0.1%,i,17.5,29.7,684
Cc1cccc(C)c1NC(=O)Cn1nnc(-c2ccc(CN3CCC(C)CC3)cc2)n1,27.2%,4.7%,-0.4,31,0.2%,5.1%,8.7%,-10.8%,i,24.0,-27.0,616
O=C(O)CC/C(=C\c1ccccc1[N+](=O)[O-])c1nc2ccccc2s1,5.5%,22.1%,2.5,56,-0.5%,5.8%,0.7%,2.6%,i,12.6,-3.9,683
Cn1c(=O)n(CCN2CCOCC2)c(=O)c2c1nc1n2CCN1c1ccc(Oc2ccccc2)cc1,4.0%,/,/,/,0.1%,6.7%,-26.5%,-6.8%,/,/,/,/
COC(=O)C1=C(C)N(CCc2ccccc2)C(=O)C1(NS(=O)(=O)c1ccc(NC(C)=O)cc1)C(F)(F)F (centres undefined),-5.9%,1.3%,2.3,84,-0.1%,3.5%,12.1%,-4.5%,/,/,0.7,722
O=C1C2C3C=CC(CC3)C2C(=O)N1/N=C/c1ccccc1O (centres undefined),3.8%,-0.6%,-0.4,31,-0.1%,3.9%,/,-11.6%,i,33.1,/,/
CC(=O)Oc1ccc(/C=C/c2nc3ccccc3c(=O)o2)cc1,-15.8%,10.7%,1.1,55,-0.1%,13.3%,4.2%,-4.8%,i,64.6,6.0,827
COc1ccc(C(=O)C2CCCN(C3Cc4ccccc4C3)C2)c(OC)c1 (centres undefined),-1.2%,15.4%,1.4,83,-0.1%,6.0%,32.9%,2.1%,i,47.6,0.1,667
NC(=O)c1nsc(C(=O)N(Cc2cccnc2)C(C(=O)NCc2ccc(F)cc2)c2ccc(F)cc2)c1N (centres undefined),1.9%,11.2%,13.8,57,-0.3%,4.3%,6.2%,0.1%,i,20.2,-4.9,764
O=C(CCCn1c(SCc2cc(=O)n3ccccc3n2)nc2ccccc2c1=O)NCC1CCCO1 (centres undefined),2.7%,8.8%,-0.6,40,-0.5%,-3.3%,-0.6%,-2.1%,i,33.6,-3.0,722
CN(C)CCCNc1ccc(S(N)(=O)=O)cc1[N+](=O)[O-],-15.1%,14.2%,-0.8,41,0.2%,3.2%,3.7%,-5.9%,i,45.6,-40.6,664
O=C(c1ccco1)N1CCN(C(=O)c2snc3ccc(Cl)cc23)CC1,-4.4%,12.4%,-0.8,35,0.3%,9.6%,3.4%,3.1%,i,55.4,/,/
N/C(CC(=O)Nc1ccc(F)cc1F)=N\OC(=O)c1cccs1,1.4%,5.6%,0.7,51,0.6%,-7.8%,13.4%,-3.7%,i,16.9,10.2,699
CCOC(=O)C1CCN(C(=O)c2ccc(OCC)c(OCC)c2)CC1,12.1%,-1.0%,0.2,58,-0.2%,9.6%,-11.6%,-9.2%,i,46.5,/,/
CCN1C(=O)c2ccccc2S(=O)(=O)c2ccc(C(=O)NCc3cccnc3)cc21,-9.4%,4.1%,-0.8,48,-0.2%,0.9%,-3.3%,7.0%,i,34.7,2.5,686
CCN(CC)c1ccc(/C=N/NC(=O)OC)c(O)c1,-7.5%,34.3%,1.2,56,0.5%,66µM*,1.5%,0.9%,i,53.8,8.6,805
Cc1ccnc(NC2c3ccccc3C(=O)N2Cc2ccccc2Cl)c1 (centres undefined),-18.0%,6.2%,4.6,57,-0.1%,-3.0%,-4.8%,-2.9%,i,22.2,3.9,675
COc1ccc(NC(=O)Nc2ccc3c(c2)N(C)C(=O)CS3)cc1Cl,-14.4%,29.4%,5.1,80,0.3%,1.8%,21.4%,3.6%,i,53.5,/,/
C/C(=N\NC(=S)NCc1ccccc1)c1ccc(C(C)(C)C)cc1,9.4%,5.7%,15.3,70,-0.2%,5.4%,24.0%,4.6%,i,56.3,0.4,660
O=C(Nc1cccc(F)c1)N1CCCCCC1,3.7%,20.2%,0.5,40,0.0%,5.3%,-2.1%,-2.1%,i,10.4,-4.9,848
CCN(C(C)=O)N(CC)c1nc(Cl)nc(NC(C)C)n1,11.3%,5.6%,-1.6,79,0.4%,-6.4%,4.2%,-3.3%,i,44.4,-4.5,614
CN1CCN(C(=S)c2ccc(-c3cccc([N+](=O)[O-])c3)o2)CC1,2.7%,18.4%,2.2,48,0.0%,7.9%,-21.2%,0.6%,i,25.9,-19.3,692
COc1ccc(CNC(=O)C2CCCN(S(=O)(=O)c3cc(C)ccc3OC)C2)cc1 (centres undefined),1.5%,4.2%,-1.7,79,0.2%,10.1%,21.9%,-12.7%,i,53.6,-0.9,650
NC1=NC(=O)/C(=C\c2cccnc2)S1,2.8%,6.2%,-0.9,33,-0.3%,6.3%,2.8%,-3.5%,i,8.8,0.6,643
CCC(=O)Nc1cc(NC(=O)CSc2ncc(-c3ccc(F)cc3)n2Cc2ccco2)ccc1C,-10.6%,0.8%,1.2,65,-0.2%,6.5%,4.1%,0.5%,i,11.9,/,/
COc1ccc(Cc2nnc(NC(=O)CSc3ccc(C)cc3)s2)cc1,3.6%,8.0%,4.3,63,-0.4%,4.2%,-0.3%,-1.5%,i,35.6,-0.6,660
COc1ccccc1NC(=O)c1ccc(-n2cncn2)nc1,7.2%,7.1%,2.6,83,0.5%,6.4%,4.0%,-6.4%,i,37.8,10.6,718
COc1ccc(C(=O)CC(c2ccccc2)C2CCCCC2=O)cc1 (centres undefined),-6.0%,52.2%,0.6,58,0.0%,2.1%,0.6%,-2.6%,i,32.2,-2.6,757
O=c1[nH]c(Nc2ccccc2Cl)cc2ccccc12,/,17.9%,22.0,49,/,4.8%,/,/,i,29.7,/,/
Cc1cc(CC(=O)O)c(C)cc1CC(=O)O,-14.8%,11.0%,0.5,32,-0.2%,6.7%,-2.2%,-12.6%,i,23.3,/,/
COc1ccc(-n2nc3cc(C)c(N)cc3n2)cc1Cl,0.4%,-6.4%,1.3,59,0.2%,-5.1%,-2.7%,-11.9%,i,51.7,-0.5,772
O=C(CSc1ncn[nH]1)NC1CCCc2ccccc21 (centres undefined),-4.3%,8.4%,1.7,50,-0.5%,8.0%,-2.0%,0.2%,i,52.6,0.8,690
COC(=O)c1cc(S(=O)(=O)N2CCN(Cc3ccccc3)CC2)c[nH]1,15.7%,/,2.2,68,-0.2%,0.9%,-3.3%,-9.8%,i,11.6,-3.7,730
Cc1ccc(NC(=O)c2sccc2C)cc1[N+](=O)[O-],2.3%,2.5%,1.3,39,0.3%,11.0%,1.3%,0.7%,i,46.3,12.0,629
COc1ccc(N(C(=O)CCl)C(C(=O)NC2CCCCC2)c2cccnc2)cc1 (centres undefined),-0.5%,7.8%,5.0,77,1.4%,6.0%,15.6%,-4.7%,i,48.7,?,/
Cc1cc(C(=O)NNC(=O)COc2ccccc2Cl)n[nH]1,9.0%,3.0%,1.5,44,-0.2%,2.5%,6.1%,-6.0%,i,20.3,1.5,794
COc1ccc2cc3c(N)nn(C(=O)c4ccccc4Cl)c3nc2c1,-4.7%,2.2%,6.0,58,0.3%,5.2%,15.3%,-1.8%,i,6.4,3.4,704
CC(=O)Nc1ccc(NC(=O)C/C(C)=N/NC(=O)COc2cc(C)c(Br)cc2Br)cc1,5.9%,2.6%,1.0,48,0.2%,6.8%,-2.3%,-5.2%,i,48.1,-13.6,742
O=C(Nc1nc2c(F)cc(F)cc2s1)C1CCN(C(=O)c2ccc(F)cc2)CC1,/,18.7%,0.9,68,/,6.5%,/,/,i,17.4,/,/
Cc1ccc(-c2nnc(CSc3nnc(C)s3)o2)cc1,-7.2%,3.2%,6.7,83,0.7%,-0.8%,-2.4%,-2.6%,i,22.1,/,/
COc1ccccc1NC(=O)c1ccccc1SC,22.5%,/,0.6,63,0.5%,3.1%,2.2%,-2.2%,i,34.9,24.7,670
O=C(O)Cn1cc(/C=C2/NC(=O)N(c3ccc(Cl)cc3)C2=O)c2ccccc21,1.8%,10.3%,-2.3,52,0.0%,9.0%,1.0%,4.9%,i,36.2,-0.9,703
CCOC(=O)N1CCN(c2nc(-c3ccccc3)c3ccccc3n2)CC1,0.6%,9.1%,11.4,72,-0.1%,13.9%,-2.4%,0.3%,i,64.6,0.8,853
